# Screening data deposited in PubChem BioAssay by several laboratories.
# SR-BI DiI-HDL act = enhances SR-BI lipid uptake from DiI-HDL; CHO ldlA[mSR-BI] cells, DiI-HDL uptake fluorescence, 3 h; 100 = double the neutral-control signal; activation, % at 12.5 µM; 320,000 compounds, 0.096% hits; AID 504775;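 active = mean replicate activation of at least 60% and every replicate at or above 60%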;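 also: 0% = median plate neutral-control signal and 100% = twice that signal; values of inactives mirror those of a sister screen read the other way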
#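 Test system: SR-BI-overexpressing, LDLR-lacking CHO cells. Measured by: DiI fluorescence, bottom read. Medium: Ham's F12 with 0.5% BSA, HEPES 25 mM, pH 7.4. Timing: 3 h uptake period with compound, 37 °C.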
# RTF Ca sens act = increases calcium sensitivity of human cardiac regulated thin filaments. P19429+P45379. IANBD-labeled TnC RTF fluorescence at EC20 calcium; 0% EC20 calcium, 100% full calcium. activation, % at 7.2 µM. 340,000 compounds, 0.24% hits;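 active = activation above the mean over all tested compounds plus 3 SD, cut at about 30% in these data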;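 also: rise in fluorescence read as greater calcium sensitivity of cardiac thin filaments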
# Keap1 Nrf2 FP = Keap1-Nrf2 (human) interaction inhibition | inhibition, % at 9.4 µM | Keap1 Kelch-Nrf2 peptide fluorescence polarization, 1536-well | 340,000 compounds, 0.15% hits | Q14145 | AID 504523; in the data active = inhibition above about 12%;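 also: human Keap1 Kelch domain with fluorescein labeled Nrf2 9mer peptide probe; 0% = neutral control wells and 100% = peptide positive control; higher means more block of Keap1 binding to Nrf2 peptide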
# Target sequence (Q14145 whole entry, looked up, the tested form may be a part): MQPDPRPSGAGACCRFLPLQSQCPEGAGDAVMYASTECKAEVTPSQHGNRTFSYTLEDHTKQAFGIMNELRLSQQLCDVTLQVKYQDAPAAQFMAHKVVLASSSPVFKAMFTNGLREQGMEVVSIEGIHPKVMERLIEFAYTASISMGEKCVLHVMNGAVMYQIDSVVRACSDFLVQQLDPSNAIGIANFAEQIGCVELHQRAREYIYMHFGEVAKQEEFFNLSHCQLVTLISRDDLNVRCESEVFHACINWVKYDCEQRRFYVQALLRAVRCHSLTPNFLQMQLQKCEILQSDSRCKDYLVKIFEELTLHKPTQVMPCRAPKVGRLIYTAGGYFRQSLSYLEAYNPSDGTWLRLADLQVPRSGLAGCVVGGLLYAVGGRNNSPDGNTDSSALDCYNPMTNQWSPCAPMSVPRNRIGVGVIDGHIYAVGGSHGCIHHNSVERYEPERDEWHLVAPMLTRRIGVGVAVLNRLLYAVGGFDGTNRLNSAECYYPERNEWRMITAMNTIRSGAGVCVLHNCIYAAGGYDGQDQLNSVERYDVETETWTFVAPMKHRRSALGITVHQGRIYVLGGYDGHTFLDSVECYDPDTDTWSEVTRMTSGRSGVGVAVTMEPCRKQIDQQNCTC
# Cardiac RTF inh = cardiac RTF calcium desensitization; 340,000 compounds, 0.12% hits; IANBD-labeled cardiac RTF, Ca2+ fluorescence; AID 493244; inhibition, % at 7.15 µM;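 active = inhibition above the mean inhibition of all tested compounds plus 3 SD, cut at about 17% in these data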;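 also: assay run at fixed EC70 calcium of 1.6 mM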
# DAGLB inh = diacylglycerol lipase beta (human) inhibition; AID 504411; Q8NCG7; 340,000 compounds, 0.059% hits; inhibition, % at 5.17 µM; HEK293T DAGLB membrane lysate, EnzChek fluorogenic substrate; in the data active = inhibition above about 34%;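 also: 0% = enzyme with vehicle and 100% = wells lacking enzyme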
# CAL PDZ FP-1 = blocks peptide binding to the human CAL PDZ domain | purified CAL PDZ, TMR-peptide fluorescence polarization, 1 h | 300,000 compounds, 0.92% hits | AID 602252 | Q9HD26 | inhibition, % at 24.9 µM;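 active = mean inhibition of at least 30% with at least half of replicates also reaching 30%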;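 also: 0% = DMSO neutral control and 100% = excess unlabeled competitor peptide PRC23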
# LANA DNA inh = KSHV C-LANA DNA binding inhibition | inhibition, % at 9 µM | MBP-C-LANA/FAM-LBS DNA binding, fluorescence polarization | 340,000 compounds, 0.078% hits;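 active = highest replicate inhibition at or above 60% at 9 µM, even if other replicates fall short; inactive = all replicates below 60% inhibition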;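 also: 0% = neutral control wells and 100% = 4 µM acridine orange control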
# PKA-R2B activ = activates the human PKA-R2B holoenzyme complex; AID 504700; 340,000 compounds, 0.079% hits; PKA-R2B holoenzyme dissociation, Cy5-IP20 fluorescence polarization; R2B truncated from residue 108, S112A mutant; 0% DMSO only, 100% 113 µM cGMP; activation, % at 11.4 µM; P22694+P31323;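 active = activation above a cutoff set at the mean over all compounds plus 3 SD, cut at about 18% in these data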;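 also: higher means more holoenzyme dissociation and a rise in polarization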
# Target sequence (P31323 whole entry, looked up, other chains not shown, the tested form may be a part): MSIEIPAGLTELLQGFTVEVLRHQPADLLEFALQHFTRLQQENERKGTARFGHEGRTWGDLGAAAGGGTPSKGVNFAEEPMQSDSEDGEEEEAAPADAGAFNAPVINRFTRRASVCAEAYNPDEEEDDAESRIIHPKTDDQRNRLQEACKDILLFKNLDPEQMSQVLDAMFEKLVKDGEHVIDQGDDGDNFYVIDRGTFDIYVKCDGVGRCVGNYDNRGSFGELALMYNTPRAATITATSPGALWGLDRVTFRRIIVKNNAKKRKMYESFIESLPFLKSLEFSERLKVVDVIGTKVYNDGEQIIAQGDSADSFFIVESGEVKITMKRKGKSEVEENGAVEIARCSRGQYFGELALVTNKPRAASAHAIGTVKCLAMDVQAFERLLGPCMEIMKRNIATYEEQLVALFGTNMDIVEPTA
# CAL PDZ FP-2 = inhibitors of human CAL PDZ peptide binding; Q9HD26; purified CAL PDZ, TMR-peptide fluorescence polarization, 1 h; inhibition, % at 20 µM; 330,000 compounds, 0.02% hits; AID 504414;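 active = highest replicate inhibition of at least 40%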;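 also: plate controls were DMSO neutral control wells for no effect and unlabeled competitor peptide control wells for full effect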
#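 Assay system – tagged CAL PDZ protein CerCALP, purified · Timing – 1 h at RT · Compound – single point, 20 µM · Measured by – fluorescence polarization from S- and P-plane intensities, G-factor corrected · Evaluation – inhibition from polarization loss · Probe or stimulus – TMR reporter peptide T*-PRC34 · Buffer or medium – pH 7.4 phosphate-saline buffer, reducing agent, detergent, IgG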
# Rtt109 Vps75 = blocks Candida albicans Rtt109/Vps75 acetyltransferase activity; Q5AAJ8; purified Rtt109/Vps75, ThioGlo CoA-SH fluorescence, 4 h; inhibition, % at 34.9 µM; 330,000 compounds, 0.16% hits; AID 540336;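 active = inhibition of at least 50% in every replicate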
# * = called active by the depositor; / = not tested or not shown.
SMILES,SR-BI DiI-HDL act,RTF Ca sens act,Keap1 Nrf2 FP,Cardiac RTF inh,DAGLB inh,CAL PDZ FP-1,LANA DNA inh,PKA-R2B activ,CAL PDZ FP-2,Rtt109 Vps75
COC(=O)c1ccc(CNC(=O)CN(CCC(C)C)S(=O)(=O)c2ccc3c(c2)OCCO3)cc1,4,-4,-1,0,-4,-3,1.3,-8,-1.1,4
C=CCN1N=C(c2ccc(NC(=O)c3ccccc3)cc2)CSC1=O,-45,-5,4,-2,-1,/,15,-1,-0.5,0
CCOc1cc(CN2CCCC(CNC(=O)c3ccc(F)cc3)C2)ccc1OC (centres undefined),/,1,2,2,-7,1,-0.3,-12,-1.6,-4
CCOC(=O)C1CCN(C(=S)Nc2cc(OC)c(OC)cc2C(=O)OC)CC1,-36,4,-4,-1,-3,-2,-0.4,2,-0.6,0
O=C(c1ccco1)n1nc(NCc2ccccc2)nc1NCc1ccccc1,-37,-4,3,-9,-3,-1,0.4,2,-0.9,-7
O=C(COc1ccc([N+](=O)[O-])cc1)Nc1ccc(NC(=O)c2ccccc2)cc1,-10,-2,-2,6,15,3,-1.7,-1,-0.5,-2
Cc1ccc(NC(=S)NCc2ccc3c(c2)cc(C)n3C)c(C)c1,44,0,-1,-11,0,/,1.3,-12,0.1,2
CN(c1cccc(NC(=O)c2ccc(CN3CCc4ccccc4C3)cc2)c1)S(C)(=O)=O,-34,1,0,1,2,-3,-4.2,-4,-0.5,-3
NS(=O)(=O)c1ccc(NC(=S)NCc2ccccc2)cc1,/,6,-2,-2,-2,6,-0.2,-20,-0.5,1
CC(OC(=O)c1cc(Br)ccc1O)C(=O)Nc1ccc(S(=O)(=O)N2CCCC2)cc1 (centres undefined),-43,7,-4,3,-11,-2,1.5,-8,-1.3,16
Cc1onc(-c2c(F)cccc2Cl)c1C(=O)OCc1nnc(-c2ccccc2)o1,2,-3,0,3,-3,/,-0.1,-17,-0.5,1
O=C(CS(=O)(=O)c1ccccc1)Nc1ccc(S(=O)(=O)Nc2ccccn2)cc1,36,0,1,-14,0,1,-0.2,-10,-3.6,-11

# Entries above that contain an aryl methoxy group:
SMILES,SR-BI DiI-HDL act,RTF Ca sens act,Keap1 Nrf2 FP,Cardiac RTF inh,DAGLB inh,CAL PDZ FP-1,LANA DNA inh,PKA-R2B activ,CAL PDZ FP-2,Rtt109 Vps75
CCOc1cc(CN2CCCC(CNC(=O)c3ccc(F)cc3)C2)ccc1OC (centres undefined),/,1,2,2,-7,1,-0.3,-12,-1.6,-4
CCOC(=O)C1CCN(C(=S)Nc2cc(OC)c(OC)cc2C(=O)OC)CC1,-36,4,-4,-1,-3,-2,-0.4,2,-0.6,0

# (cont.)
SMILES,SR-BI DiI-HDL act,RTF Ca sens act,Keap1 Nrf2 FP,Cardiac RTF inh,DAGLB inh,CAL PDZ FP-1,LANA DNA inh,PKA-R2B activ,CAL PDZ FP-2,Rtt109 Vps75
CCN1C=C(C(=O)c2ccccc2)C(=O)CC1,10,-5,-2,-5,-1,-1,0.3,20*,0.1,-3
COc1ccccc1C(=O)NNC(=O)c1nn(Cc2ccccc2)c(=O)c2ccccc12,-5,5,-3,-6,0,-4,-2.7,2,-0.4,-2
CN1CC[C@]2(CCN3CCc4c(oc5ccccc45)[C@@H]3C2)N(C)C1=O,7,4,-4,1,1,0,1.1,-2,-0.3,-6
O=[N+]([O-])c1ccc(Cl)c(/C=N/N2CCN(Cc3ccccc3Cl)CC2)c1,-2,-7,-2,4,-10,/,0.0,-11,-0.5,-5
CNS(=O)(=O)c1ccc(Oc2ccc(S(=O)(=O)NC)cc2)cc1,4,3,3,-2,0,-3,0.1,-11,-0.2,1
Cc1cccc(C)c1NC(=O)CNC(=O)Cc1ccc(Br)cc1,9,20,-1,-9,5,/,1.7,-12,-1.4,4
COc1ccccc1/C=C/C(=O)NCC(=O)N/N=C/c1ccc2c(c1)OCO2,-16,0,-2,4,1,-7,-0.2,-4,-2.3,5
O=C(COC(=O)COc1ccc(Cl)cc1)NC1CCCC1,24,-1,3,-6,-4,-3,-2.6,-3,-0.1,2
Cc1cc(C)c(NC(=O)CSc2nncn2-c2cccnc2)c(C)c1,6,2,-3,5,-2,0,-0.1,8,0.4,3
O=C1CC(c2ccc(OCCCCCOc3ccc(C4CC(=O)NC4=O)cc3)cc2)C(=O)N1 (centres undefined),16,8,-8,-8,4,2,-1.1,-5,-1.3,11
CCN1CCN(c2nc(C)c3c(n2)CC(C)CC3=O)CC1 (centres undefined),33,-1,0,3,0,4,0.4,-2,-2.1,-3
O=C(c1ccc(Cl)c([N+](=O)[O-])c1)N(Cc1ccc(Cl)cc1)C1CCS(=O)(=O)C1 (centres undefined),6,5,-2,-4,-1,-2,2.9,1,-0.1,5
CCc1noc(C)c1C(=O)N1CCOCC1,2,0,5,-9,-4,/,-0.5,5,-0.7,-4
O=C(CNS(=O)(=O)c1ccc(Br)s1)N1CCN(c2ccc(F)cc2)CC1,/,-6,-2,-7,1,-5,0.6,-2,-4.2,-4
COc1ccccc1CNC(=O)Cn1c(=O)oc2cc(Cl)ccc21,/,-4,3,-4,-2,-7,-1.7,-5,-3.1,16
COc1ccc(-c2csc(N(C)C(=O)c3ccco3)n2)cc1,-13,1,-2,-7,-11,-4,0.1,3,-1.4,-1
COc1cc(C)c(C)cc1S(=O)(=O)n1c(C)nc2ccccc21,15,-2,-1,-9,0,-1,-3.0,1,0.6,-1
C/C(=N\NC(=O)Cc1cccn1C)c1ccco1,-3,-5,-5,6,0,-4,0.3,-1,1.2,-1
CCN(C(=O)COC(=O)c1cc2c(s1)CCC(C)C2)c1c(N)n(Cc2ccccc2)c(=O)[nH]c1=O (centres undefined),-13,0,-6,-4,0,1,-1.9,-6,-0.8,2
NC(=O)c1c(NC(=O)COC(=O)c2ccc(O)c(Cl)c2)sc2c1CCCC2,-59,-6,2,-1,6,-2,-1.0,8,-0.5,1
O=C(Nc1ccc(S(=O)(=O)Nc2ncccn2)cc1)c1cncc(Br)c1,11,12,-3,11,-1,0,0.5,0,-1.1,17
CN(C)c1ccc(/C=C/C=N/Nc2nc(N3CCOCC3)nc(N3CCOCC3)n2)cc1,-66,8,-3,-4,3,-2,1.0,-2,-4.1,-4
CCc1nc(Cl)c(C#N)c2c1CCCC2,11,-4,-2,-24,-3,-1,0.6,2,-2.0,/
COC(=O)CSc1nc(N2CCCCC2)c2c(c1C#N)CCCC2,-30,-3,2,-6,-9,2,0.2,-5,-2.0,7
N#CC1(N2CCN(C(=O)c3ccccc3)CC2)CCCCC1,14,-2,2,-1,-4,-1,-0.9,-2,-0.7,9
Cc1cc(Nc2ccccc2)n(-c2ccccc2)n1,-1,-2,-6,2,0,0,1.0,-4,-0.4,3
Cc1ccc2[nH]c(=O)c(Cc3ccccc3)c(O)c2c1,-2,1,-4,2,-1,/,1.4,-15,-0.7,-1
CCc1cc(-c2n[nH]c(=S)n2CC)cs1,9,0,-1,-3,2,0,0.9,-11,-0.7,0
O=C1CC(c2ccc3c(c2)OCO3)c2cc3c(cc2N1)OCO3 (centres undefined),/,0,-3,-1,1,-1,0.2,-2,-2.3,-10
CCOC(=O)c1cccc(C2=CC(=O)C[C@H](c3ccc(Cl)cc3)C2)c1,-43,-7,-2,7,-18,1,3.1,-6,-0.6,-9
COc1ccc(C2CC(=O)N(C)c3ccccc3S2)cc1 (centres undefined),7,10,-2,-5,-1,-6,1.1,-5,-3.3,-3
Cc1ccnn1CCSCC(=O)O,19,0,2,-2,-3,-1,2.8,-15,-2.1,-3
O=c1[nH]ncc(N/N=C/c2ccccc2)c1Cl,12,-1,-1,0,0,/,0.4,4,-1.6,5
CC(=O)c1cccc(Nc2cc(C)nc3ccccc23)c1,16,9,-8,-14,1,-2,146,-8,-4.1,0
Cn1c(-c2ccc(Cl)cc2)ccc(C#N)c1=O,-11,5,-5,-8,-8,-3,-0.2,-2,-3.0,8
COc1ccc(O)c(C(=O)c2cc(C#N)c(=O)n(CC3CCCO3)c2)c1 (centres undefined),-32,0,-3,-11,-3,-4,0.7,-8,0.9,2
COc1cccc(CCc2nnc(CCC(=O)NCCC3CCCCO3)o2)c1 (centres undefined),11,-4,4,-4,1,-1,-0.2,0,-1.9,-4
Cc1ccc(C)c(S(=O)(=O)N2CCN(C(=O)c3ccccn3)CC2)c1,6,4,-1,-3,1,-5,-1.3,-11,-3.7,6
O=C(Nc1cccc(Cl)c1Cl)C1CCN(C(=O)c2cccs2)CC1,/,-5,0,-3,0,-8,-0.2,-11,-1.1,4
C=CCn1c(COc2ccc(Cl)cc2)nnc1SCc1ccc(C#N)cc1,-46,5,-5,8,-1,-2,-0.7,-5,/,0
C=CCn1c(CNc2ccccc2)nnc1SCC(=O)N/N=C/c1ccccc1O,4,-5,2,7,5,-4,3.3,9,0.0,8
O=C(CCNC(=O)c1ccc(Br)cc1)NC1CCCCCC1,10,-2,-6,-1,-3,-11,0.2,0,-1.3,-12
CC1(C)Cc2[nH]c(=S)c(C#N)cc2CO1,1,-3,0,-10,1,6,-2.0,8,-2.3,7
O=C(CC1OC(=O)c2ccccc21)Nc1cc(Cl)ccc1N1CCCC1 (centres undefined),-22,4,2,-11,1,-5,-0.1,-2,-0.4,1
Brc1ccc2c(c1)C(c1ccc(N3CCOCC3)cc1)=NNC(c1cccs1)=N2,-8,6,-8,-7,-1,/,-0.9,-2,-0.1,-3
Cc1ccc(OCC(=O)Nc2oc(-c3ccccc3)c(-c3ccccc3)c2C#N)cc1,-21,2,-1,1,-9,-5,1.0,-15,-2.7,0
Cc1ccc(C(=O)NCC2CCCO2)cc1S(=O)(=O)N1CCCCC1 (centres undefined),2,-5,-3,-1,1,1,0.2,-5,-1.6,-5
O=C(C1=C(O)C(=O)N(CCN2CCOCC2)C1c1cccc([N+](=O)[O-])c1)c1cccs1 (centres undefined),14,-6,0,0,-1,-4,-0.3,0,-3.2,-15
Cc1ccccc1C(=O)Nc1sc2c(c1C(=O)O)CCC2,12,6,-1,-6,6,-3,-0.9,8,0.2,-8
O=C(CSc1nc2ccsc2c(=O)n1CC1CCC(C(=O)O)CC1)c1ccc(F)cc1 (centres undefined),1,12,-6,-5,2,-4,1.1,-7,-3.5,1
C/C(=N\Nc1ccc(F)cc1)c1ccncc1,29,-5,-1,-1,-2,-3,0.2,-1,-0.4,-8
OC1(c2cn(Cc3ccccc3)nn2)CCCCC1,18,-1,-1,-9,-1,-6,1.0,-18,-1.3,-6
O=c1[nH]cn[nH]1,26,8,-1,0,3,0,1.3,4,0.3,3
